GPR7 antag = antagonists of human GPR7 (neuropeptides B/W receptor 1). P48145. GPR7-expressing cells, fluorescence antagonist assay. inhibition, % at 4.4 µM. 290,000 tested, 1.1% active; in the data active = inhibition above about 16%, passing the limit was not always enough;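 also: cells stimulated with the agonist NPW; 0% = agonist with vehicle and 100% = vehicle without agonist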
Target sequence (P48145 whole entry, looked up): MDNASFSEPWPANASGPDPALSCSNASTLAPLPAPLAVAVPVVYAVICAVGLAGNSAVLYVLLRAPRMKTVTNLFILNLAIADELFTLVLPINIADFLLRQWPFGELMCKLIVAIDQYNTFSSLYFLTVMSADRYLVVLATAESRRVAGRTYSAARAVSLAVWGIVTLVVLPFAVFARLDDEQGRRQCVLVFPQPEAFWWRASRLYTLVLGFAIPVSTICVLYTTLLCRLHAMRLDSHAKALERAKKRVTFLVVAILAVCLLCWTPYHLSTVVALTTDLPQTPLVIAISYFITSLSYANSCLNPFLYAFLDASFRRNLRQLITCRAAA
OXTR potentiator = potentiates the human oxytocin receptor response; P30559; CHO-OTR cells, Fluo-8 calcium fluorescence, potentiator mode; 0% = oxytocin EC15, 100% = EC100; activation, % at 3 µM; 320,000 tested, 0.061% active;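 active = activation above that plate's cutoff, the mean activation of tested compounds plus 3 SD, cut at about 6.6% in these data, passing the limit was not always enough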;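 also: 100% uses oxytocin at 75 nM as the full agonist control; some results filed as inactive read as strong as hits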
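Assay system: CHO cell line stably expressing human OTR | Also added: Oxytocin at about EC15, sub-maximal agonist stimulus | Times: Compound 6 min at room temperature before oxytocin, 100 s read | Measured by: Fluo-8 intracellular calcium fluorescence, ex 470-495, em 515-575 nm | Controls: EC15 oxytocin alone as 0%, 75 nM oxytocin as 100%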
CHO-K1 Ca ag = nonselective activator or artifact in parental CHO-K1 cells; Fluo-8 calcium fluorescence; scaled to maximal ATP response, vehicle zero; activation, % at 3 µM; 360,000 tested, 0.48% active; AID 602248; in the data active = activation above about 15%;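 also: untransfected CHO-K1 host cells lacking M1 receptor as counterscreen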
OXTR agonist = human OXTR agonism; CHO-OTR cells, Fluo-8 calcium fluorescence; normalized: DMSO 0%, oxytocin 100%; activation, % at 3 µM; 320,000 tested, 0.32% active;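 active = activation above the mean of all tested compounds plus 3 SD, cutoff set per screening run, cut at about 20% in these data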;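 also: peak over basal fluorescence ratio from a 100 s FLIPR kinetic read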
CHO-K1 Ca PAM = M1 PAM counterscreen hit in parental CHO-K1 cells. ATP EC20, Fluo-8 calcium fluorescence; 0% at ATP EC20, 100% at ATP max. activation, % at 3 µM. 360,000 tested, 0.02% active. AID 602247;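 active = activation above the run cutoff, the mean activation of all test compounds plus 3 SD, cut at about 40% in these data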;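 also: peak over basal fluorescence ratio in a 140 s read after ATP addition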
V1aR counter = counter-screen for oxytocin receptor agonists: human V1a receptor agonists. activation, % at 3 µM. P37288. 320,000 tested, 0.25% active. CHO-V1R cells, Fluo-8 calcium fluorescence, agonist mode; 0% DMSO, 100% 3 nM vasopressin;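 active = activation above the mean activation of all tested compounds plus 3 SD, per screening run, cut at about 20% in these data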;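 also: signal is peak over basal fluorescence ratio across a 100 second FLIPR read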
Target sequence (P37288 whole entry, looked up): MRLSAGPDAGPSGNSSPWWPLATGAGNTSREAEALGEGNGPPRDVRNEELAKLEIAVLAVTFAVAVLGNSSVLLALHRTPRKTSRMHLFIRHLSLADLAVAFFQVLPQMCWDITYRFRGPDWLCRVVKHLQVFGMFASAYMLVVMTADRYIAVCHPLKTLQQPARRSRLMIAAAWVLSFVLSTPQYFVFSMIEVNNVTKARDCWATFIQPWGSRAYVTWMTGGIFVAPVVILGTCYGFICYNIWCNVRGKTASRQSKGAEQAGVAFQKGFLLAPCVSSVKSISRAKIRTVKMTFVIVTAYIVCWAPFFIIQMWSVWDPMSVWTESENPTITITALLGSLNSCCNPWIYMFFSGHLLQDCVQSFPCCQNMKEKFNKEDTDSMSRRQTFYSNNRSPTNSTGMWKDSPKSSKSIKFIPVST
TAAR1 antagonist = human TAAR1 antagonism | inhibition, % at 3 µM | 360,000 tested, 1.5% active | CHO RD-HGA16 TAAR1, Fluo-8 calcium fluorescence, antagonist | AID 624466 | Q96RJ0;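 active = inhibition above a per-plate cutoff, the mean inhibition of test compounds on that plate plus 3 SD, cut at about 49% in these data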;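 also: 0% = DMSO plus EC80 beta-PEA response and 100% = DMSO alone without agonist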
Target sequence (Q96RJ0 whole entry, looked up): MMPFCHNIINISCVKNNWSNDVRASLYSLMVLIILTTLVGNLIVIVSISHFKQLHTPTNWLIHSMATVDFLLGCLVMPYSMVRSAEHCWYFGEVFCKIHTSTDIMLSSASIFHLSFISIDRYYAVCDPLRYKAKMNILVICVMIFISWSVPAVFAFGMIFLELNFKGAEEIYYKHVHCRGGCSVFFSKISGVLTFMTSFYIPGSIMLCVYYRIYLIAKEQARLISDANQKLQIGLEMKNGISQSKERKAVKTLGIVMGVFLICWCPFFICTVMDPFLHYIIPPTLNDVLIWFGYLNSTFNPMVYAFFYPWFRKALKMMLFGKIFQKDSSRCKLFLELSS
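test system = CHO RD-HGA16 cells bearing hTAAR1 | replication = singlicate | controls = DMSO-only wells and EC80 β-PEA-stimulated wells | reagent = EC80 β-phenethylamine stimulus | read-out basis = percent inhibition of PEA-evoked calcium signal, max/basal emission ratio | schedule = seeding 17-24 h prior, 75-min 37 °C, 30-min RT dye loading | signal = kinetic Fluo-8 calcium fluorescence measurement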
CHO-K1 Ca antag = M1 antagonist counterscreen hit in parental CHO-K1 cells; ATP-induced calcium, Fluo-8 fluorescence; inhibition, % at 3 µM; 360,000 tested, 0.6% active;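 active = inhibition above a per-plate cutoff, the plate's mean sample inhibition plus 3 SD, cut at about 24% in these data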;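 also: 0% = DMSO plus EC80 ATP and 100% = DMSO alone without ATP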
CHO parental Ca = signal in parental CHO cells, OX1R antagonist counter-screen. 330,000 tested, 0.63% active. inhibition, % at 5.6 µM. AID 463079. parental CHO-K1, ATP-induced calcium, Fluo-8 fluorescence;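 active = inhibition above that plate's mean sample inhibition plus 3 SD, cut at about 26% in these data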;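 also: 0% = ATP-challenged DMSO wells and 100% = DMSO wells without ATP; some compounds past the cut are filed as inactive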
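Assay system: untransfected parental CHO cell line. Also added: ATP agonist challenge. Dosing: one dose, 5.6 µM nominal. Measured by: Fluo-8 fluorescence. Read-out: % inhibition. Benchmarks: ATP wells versus no-ATP DMSO wells. Repeats: no replicates.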
* hit, by the source's call; nt = no result given.

SMILES | GPR7 antag | OXTR potentiator | CHO-K1 Ca ag | OXTR agonist | CHO-K1 Ca PAM | V1aR counter | TAAR1 antagonist | CHO-K1 Ca antag | CHO parental Ca
CCOC(=O)Cc1csc(NC(=O)/C=C/c2ccco2)n1 | -11 | -7 | 4.0 | 2.0 | 5 | 3.1 | 11 | -8 | -5
CN1CCN(C(=S)SCC(=O)Nc2nc(-c3ccccc3)c(-c3ccccc3)o2)CC1 | -3 | 1 | 2.3 | 1.4 | 18 | 1.5 | 16 | -2 | -25
O=[N+]([O-])c1ccc2nccn2c1 | 14 | -4 | 1.0 | 1.0 | 19 | -0.3 | 1 | -15 | -9
Cc1cc(C(=O)NNc2ccc(F)cc2F)no1 | -11 | 3 | -0.1 | 0.4 | -19 | 0.3 | 5 | 12 | 0
Cc1cccc(C2c3[nH]c4ccccc4c3CCN2C(=O)c2ocnc2C)n1 (stereo unspecified) | -1 | -8 | 6.3 | 0.0 | 21 | -0.4 | 9 | -4 | -26
Cc1ccc(-c2csc3nc4cc(C(N)=O)ccc4c(=O)n23)cc1 | nt | -3 | 0.2 | 1.5 | -23 | 1.5 | 16 | 12 | -10
CC1c2cc3c(cc2CCN1CC(=O)Nc1ccc(S(=O)(=O)N2CCCC2)cc1)OCCCO3 (stereo unspecified) | 1 | -6 | 4.6 | 2.5 | 7 | 6.8 | 9 | -5 | -7
Cc1cc(C)c(S(=O)(=O)/N=C2\C=C(Nc3ccc(C(=O)O)cc3)C(=O)c3ccccc32)c(C)c1 | -24 | -10 | 2.3 | -1.5 | 23 | -0.4 | 20 | -13 | -18
O=c1sc2ccccc2n1CCOc1ccccc1 | 4 | -3 | 0.1 | -1.6 | 17 | -1.3 | -2 | -15 | -26
O=C(CNC(=O)c1ccccc1)NCC(c1ccco1)N1CCCC1 (stereo unspecified) | nt | -4 | 0.1 | 0.5 | 1 | 9.3 | 0 | -9 | -8
COc1ccc(CNCCCn2cnc3c(SC)ncnc32)cc1 | nt | nt | 1.5 | nt | 22 | nt | -7 | -6 | nt
O=C(N/N=C/c1cn(-c2ccccc2)nc1-c1cccs1)c1ccccc1F | 3 | -10 | 3.4 | -1.1 | 20 | 1.4 | nt | 3 | -11
O=c1oc2c(CN3CCOCC3)c(O)c(Cl)cc2c2c1CCCC2 | 5 | -25 | -0.3 | -0.8 | -3 | -0.3 | 9 | 18 | -14
Cc1nc2c(C)cccc2cc1C(=O)N/N=C/c1ccc(O)cc1 | -3 | -12 | 0.3 | 0.0 | 22 | 1.1 | -22 | -10 | -12
CC(C)CSc1nnc2[nH]c(=O)cc(N)n12 | -9 | -11 | -0.2 | -0.1 | -5 | -0.1 | -6 | 15 | -6
Cc1cccc(C(C)C)c1NC(=O)CSc1nncn1C | -2 | -3 | 0.7 | -1.3 | 14 | -0.5 | 10 | -10 | -6
CC(=O)c1ccc(NC(=O)N2C3CCC2CC(O)(c2cccnc2)C3)cc1 (stereo unspecified) | -5 | -1 | 0.6 | -0.3 | 8 | -0.6 | 1 | -17 | -1
CC(=O)Nc1ccc(NC(=O)CSc2nc(=O)n3cccc(C)c3n2)cc1 | nt | -5 | -0.1 | 0.6 | 10 | 0.3 | -20 | 18 | -9
O=C(O)c1ccc(NC(C(=O)c2ccccc2)c2ccccc2)cc1 (stereo unspecified) | nt | nt | -0.4 | nt | -13 | nt | -5 | 17 | nt
NC(=S)N/N=C/c1cc([N+](=O)[O-])ccc1Cl | -1 | -6 | 1.1 | -0.4 | 12 | 0.1 | -19 | -8 | 2
O=[N+]([O-])c1ccc(OCn2cncn2)cc1 | nt | -3 | 0.7 | 0.7 | 19 | 1.0 | -1 | -15 | -5
O=C(CO/N=C/c1ccccc1OC(F)F)NCc1ccco1 | -8 | 1 | 0.7 | 0.6 | 10 | -0.4 | -19 | -15 | -4
O=C1CC(/C=C/c2ccc([N+](=O)[O-])cc2)=Nc2ccccc2N1 | 7 | -6 | 1.4 | -0.4 | 21 | 0.1 | 5 | -13 | 5
COC(=O)C[C@H](NC(=O)Cn1cnc(C(=O)Nc2ccc(C)c(C)c2)n1)C(=O)OC | nt | nt | 0.7 | nt | 13 | nt | -10 | -7 | -10
COc1ccc(C(=O)CCC(C)(C)[N+](=O)[O-])cc1OC | -12 | -7 | 1.1 | -1.1 | 22 | 0.2 | -1 | -7 | -9

(further entries)
SMILES | GPR7 antag | OXTR potentiator | CHO-K1 Ca ag | OXTR agonist | CHO-K1 Ca PAM | V1aR counter | TAAR1 antagonist | CHO-K1 Ca antag | CHO parental Ca
CCOC(=O)c1sc(SC)c2c1CCCC2=O | -17 | -11 | -0.7 | -2.3 | -1 | -1.0 | -16 | -5 | -17
COc1ccc(S(=O)(=O)N(C)C)cc1NC(=O)c1ccc2c(c1)OCCO2 | nt | 0 | 0.3 | -0.9 | 1 | 0.0 | -24 | -2 | -4
COC(=O)[C@]12CCCCC=C1N(Cc1cccc3ccccc13)C(=O)[C@H](CC(=O)N1CCCC1)C2 | nt | nt | 5.9 | nt | 4 | nt | 42 | 3 | nt
COc1ccc(/C=C2\Sc3ccc(C(=O)NC4CC4)cc3N(C)C2=O)cc1OC | -5 | -11 | 10 | 2.6 | 11 | 4.4 | 27 | -12 | 5
COc1cccc(CNC(=O)[C@@H]2CCCN2C(=O)[C@@H]2CCCN2C(=O)c2cccc(OC)c2)c1 | nt | nt | 0.0 | nt | 10 | nt | -9 | -18 | nt
Cc1cc(NS(=O)(=O)c2ccc(NC(=O)Cc3ccc([N+](=O)[O-])cc3)cc2)nc(C)n1 | nt | 3 | 0.7 | 0.6 | 11 | 0.4 | 3 | -10 | -4
CCCCc1c(O)c2ccccc2[nH]c1=O | -1 | -8 | 0.1 | -0.8 | 20 | 0.3 | 5 | -15 | -4
O=C(CSc1nnc(CNC(=O)c2ccccc2F)o1)NCCc1ccccc1 | -10 | -13 | 0.3 | -0.4 | 16 | -0.2 | 3 | -5 | -9
CN(Cc1ccccc1)S(=O)(=O)c1ccc(Cl)c(C(=O)OCC(N)=O)c1 | -8 | -2 | 3.1 | 0.9 | 0 | 0.9 | -1 | -6 | -1
COc1ccc(C=CC(=O)c2ccc(OC)c(OC)c2O)cc1OC | nt | nt | 2.0 | nt | 10 | nt | -11 | -15 | nt
Cc1cc(C(F)(F)F)c2c(C)nn(CCc3nn[nH]n3)c2n1 | -13 | 6 | -0.3 | -0.1 | 12 | 0.5 | -3 | -4 | -9
CCCCC(c1nnnn1C1CCCC1)N1CCN(C(=O)c2ccco2)CC1 (stereo unspecified) | 16 | -11 | 0.3 | 0.0 | 21 | 0.2 | 1 | -13 | -25
Cc1ccc2c(c1)C(c1ccc(O)cc1)(c1ccc(O)cc1)C(=O)N2C | -18 | 2 | 0.3 | 1.2 | -2 | 1.6 | -16 | 4 | -11
Oc1c(CN2CCOCC2)ccc2ccccc12 | -4 | nt | -0.4 | nt | 18 | nt | -12 | 0 | nt
COC(=O)c1sc(NC(=S)NC(=O)c2ccccc2Cl)nc1C | 15 | -2 | 1.2 | 2.7 | 20 | 9.7 | -15 | -5 | -6
CN1CCN(c2nc(-c3ccccc3Cl)nc3ccccc23)CC1 | -8 | nt | 7.6 | nt | -4 | nt | -8 | 2 | nt
COCc1nnc(NC(=O)C2CCN(C(=O)c3ccco3)CC2)s1 | -6 | -2 | 0.8 | 0.0 | 7 | -0.2 | -5 | -17 | 2
Cc1cc(C(=O)Nc2ccccc2)oc(=O)c1 | -11 | -4 | 0.5 | 0.8 | 0 | -1.1 | -23 | -7 | -2
Cc1c(Cl)cccc1NC(=S)NCCC(c1ccccc1)c1ccccc1 | 4 | -15 | 0.6 | 1.0 | -5 | 1.2 | 35 | 24* | 1
CCC(CC)C(=O)c1c[nH]c(C(=O)NCc2cccs2)c1 | -12 | 2 | 1.8 | -0.5 | 13 | -1.2 | 3 | -14 | -17
CCOC(=O)/C(=C/c1ccc(OC(F)F)cc1)C1=Nn2c(nnc2-c2ccc(Cl)cc2)SC1 | nt | nt | -0.1 | nt | 2 | nt | 25 | 2 | nt
Cc1ccc(NC(=O)CCc2ccc(C)o2)c(C)c1 | 5 | -10 | 0.3 | -2.5 | 5 | -1.6 | -11 | -14 | -17
Cc1cc(C(=O)NCc2cccs2)no1 | -12 | -1 | 1.8 | 0.1 | 20 | 0.5 | -7 | -22 | -6
O=C1CC(NC(=O)C(F)(F)F)c2cc3c(cc21)OCO3 (stereo unspecified) | -3 | -8 | 0.2 | 0.6 | 18 | -0.8 | -31 | -10 | 4
CCCS(=O)(=O)Nc1cccc(-c2ccc3nnc(C)n3n2)c1 | -9 | -2 | 0.5 | -0.5 | 12 | 1.2 | -3 | -5 | -3

Remaining list, next part.
SMILES | GPR7 antag | OXTR potentiator | CHO-K1 Ca ag | OXTR agonist | CHO-K1 Ca PAM | V1aR counter | TAAR1 antagonist | CHO-K1 Ca antag | CHO parental Ca
CC(NC(=O)COC(=O)C1CCCCC1)c1ccccc1 (stereo unspecified) | nt | -5 | 0.0 | -1.3 | 10 | -0.9 | -2 | -7 | -9
c1ccc(CNc2nc(NCc3ccccc3)c3ccccc3n2)cc1 | 74* | -19 | 14 | 28* | 4 | 21* | nt | 8 | 75*
COC(=O)CSc1nnc(CNC(=O)c2cc(OC)c(OC)c(OC)c2)n1C | -8 | 0 | 0.0 | 0.3 | 2 | 0.1 | 10 | -9 | -11
O=C(COc1cccc2c1CCNC2=O)Nc1cccc(F)c1 | nt | -3 | 1.4 | -0.2 | 14 | 1.3 | -6 | -8 | -1
CCn1c(N2CCN(C(=O)Nc3ccc(F)cc3)CC2)nc2ccccc21 | -10 | -12 | 1.5 | -1.3 | 15 | 0.5 | -12 | -12 | -21
O=C(Nc1ccccc1)c1ccccc1OCc1ccc(F)cc1 | -15 | 4 | 2.6 | 0.5 | -5 | 0.9 | 10 | 9 | -8
O=C(Nc1ccccc1O)c1cc(S(=O)(=O)N2CCOCC2)c(Cl)cc1Cl | 6 | -8 | 5.4 | 11 | -17 | 6.5 | 36 | 12 | -16
CCn1c(SCC(=O)N/N=C/C=C/c2ccccc2[N+](=O)[O-])nnc1-c1ccc(Cl)cc1 | -15 | -1 | nt | -1.6 | nt | -0.4 | 4 | nt | -15
Cc1ccc(C(=O)CSc2nnc(-c3cccnc3)n2N)cc1 | -16 | -6 | -1.1 | -0.9 | 15 | -0.5 | -1 | -5 | -7
O=C(O)CN1C(=O)C(=O)N(Cc2c(F)cccc2Cl)C1=O | -2 | 1 | -0.2 | 1.1 | 5 | 0.4 | -6 | 10 | 8
